TMEM16A act: activators or potentiators of mouse TMEM16A chloride channel; HEK293 TMEM16A/YFP-H148Q/I152L, iodide quench fluorescence; stronger effect = lower value; B-score at 10 µM; 0.3% of 340,000 active;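 active = fluorescence-ratio B-score plate-corrected deviation score at least 3 library SD below zero, with starting fluorescence score within 5 deviations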;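 also: channel opened by trigger with iodide after compound preincubation; score built on the fluorescence ratio of max minus min over baseline; more negative score means more quench and so TMEM16A activation or potentiation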
Target sequence (Q8BHY3 whole entry, looked up): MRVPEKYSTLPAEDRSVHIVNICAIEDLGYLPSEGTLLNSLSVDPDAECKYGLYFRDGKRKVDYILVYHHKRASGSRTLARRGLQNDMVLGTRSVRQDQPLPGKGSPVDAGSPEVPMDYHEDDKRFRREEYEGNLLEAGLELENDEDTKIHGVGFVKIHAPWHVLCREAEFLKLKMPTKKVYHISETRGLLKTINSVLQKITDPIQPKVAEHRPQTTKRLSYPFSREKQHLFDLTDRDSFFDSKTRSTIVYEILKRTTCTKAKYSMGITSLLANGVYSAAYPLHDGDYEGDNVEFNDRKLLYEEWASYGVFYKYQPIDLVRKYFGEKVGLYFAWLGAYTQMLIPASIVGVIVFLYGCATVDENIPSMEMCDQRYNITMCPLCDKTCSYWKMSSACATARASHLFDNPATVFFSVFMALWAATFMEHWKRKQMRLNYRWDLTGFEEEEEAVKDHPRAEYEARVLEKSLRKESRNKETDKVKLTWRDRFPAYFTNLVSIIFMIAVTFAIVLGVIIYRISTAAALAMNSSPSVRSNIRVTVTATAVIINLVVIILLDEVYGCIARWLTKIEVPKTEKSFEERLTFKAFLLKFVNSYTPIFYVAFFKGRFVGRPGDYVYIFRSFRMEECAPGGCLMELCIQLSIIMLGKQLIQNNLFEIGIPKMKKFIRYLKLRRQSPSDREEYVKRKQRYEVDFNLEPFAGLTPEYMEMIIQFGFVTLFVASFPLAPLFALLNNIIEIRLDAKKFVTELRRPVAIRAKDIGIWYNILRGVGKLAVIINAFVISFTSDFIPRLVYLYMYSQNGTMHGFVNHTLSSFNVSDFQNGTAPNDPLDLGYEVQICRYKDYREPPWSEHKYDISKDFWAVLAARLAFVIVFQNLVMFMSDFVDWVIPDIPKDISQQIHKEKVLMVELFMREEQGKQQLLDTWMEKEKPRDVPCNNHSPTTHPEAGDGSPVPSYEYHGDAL
Calls only; i = inactive.

SMILES	TMEM16A act
COc1ccccc1OC(=O)Oc1ccccc1OC	i
O=c1c(O[C@@H]2O[C@H](CO)C(O)C2O)c(-c2ccc(O)c(O)c2)oc2cc(O)cc(O)c12 (stereo partly specified)	i
O=C1c2ccccc2C(=O)c2c(O)c(O)cc(O)c21	i
O=C1c2c(O)cccc2C(C2OC(CO)[C@@H](O)[C@H](O)[C@H]2O)c2cc(CO)cc(O)c21 (stereo partly specified)	i
CC(=O)OCC(=O)C1(O)CCC2C3CCC4=CC(=O)C=CC4(C)C3(F)C(O)CC21C (stereo unspecified)	i

3 structures out of the list, ordered by heavy-atom count, smallest number first.
SMILES	TMEM16A act
COc1ccccc1OC(=O)Oc1ccccc1OC	i
CC(=O)OCC(=O)C1(O)CCC2C3CCC4=CC(=O)C=CC4(C)C3(F)C(O)CC21C (stereo unspecified)	i
O=c1c(O[C@@H]2O[C@H](CO)C(O)C2O)c(-c2ccc(O)c(O)c2)oc2cc(O)cc(O)c12 (stereo partly specified)	i

Screening results (PubChem BioAssay)

An excerpt (hit frequency here may not be typical).
